# From PubChem BioAssay
# Tb PYK inh = T. brucei pyruvate kinase inhibition; Q57TT1; TbPYK enzyme, Kinase-Glo Plus ATP luminescence, 45 min; Potency, µM (series often up to 76.8 µM), for inactives: top-dose activity, negative = inhibition, actives largely listed as inhibitors; 410,000 compounds, 0.12% hits; AID 624173; note: potency is the fitted concentration of half-maximal effect; % is set by controls: 0 for no effect and ±100 for the full control effect; nearly all actives have a fitted effect of over 50% in size
#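 TbPYK + substrate in 50 mM TEA pH 7.2, 100 mM KCl, 10 mM MgCl2, 0.05% BSA, 0.01% Tween-20; cpd pinned; ADP 130 uM final; 45 min RT; Kinase-Glo Plus 10 min; luminescence endpoint.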
# Pf growth 48h = inhibits P. falciparum growth in the first generation, 48 h; Potency, µM (series often up to 28.7 µM), inactives show at the highest dose activity change, negative = inhibition, actives largely listed as inhibitors; P. falciparum luciferase growth in erythrocytes, 48 h; 310,000 compounds, 5.9% hits; note: potency is the fitted concentration of half-maximal effect; % is set by controls: 0 for no effect and ±100 for the full control effect
#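 Here the parasites carry a stable luciferase gene and grow inside erythrocytes in Albumax-based RPMI medium with compound for one erythrocytic cycle. Activity is scored as loss of luminescent signal.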
# HCV inhibitor = HCV inhibition; Huh7.5.1 HCVcc-Cre infection, luciferase reporter, 44 h; 340,000 compounds, 3.4% hits; Potency, µM (titrated, usually from 41.8 µM), for inactives: at the top dose activity change, negative = inhibition, hits mostly inhibitors; note: potency is the fitted concentration of half-maximal effect; % is set by controls: 0 for no effect and ±100 for the full control effect
#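 Cells (1,000/well) were plated 4 h before compound, then infected with HCVcc-Cre virus (~0.5 moi). After 44 h further culture, infection was read as luciferase luminescence following a 15 min substrate incubation at room temperature.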
# Pf growth 96h = P. falciparum growth inhibition at 96 hour, primary screen for plastid delayed-death inhibitors | P. falciparum luciferase reporter growth, 96 h | Potency, µM (titrated, usually from 28.7 µM), for inactives: at the top dose activity change, negative = inhibition, usual class: inhibitors | 320,000 compounds, 6.9% hits | AID 504834; note: potency is the fitted concentration of half-maximal effect; % is set by controls: 0 for no effect and ±100 for the full control effect
#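 Two-generation exposure (96 h) targets delayed-death phenotype. Reporter parasites carrying integrated firefly luciferase, in red cells at 2% hematocrit and 0.05% parasitemia final, kept at 37 C, 5% CO2; luminescence loss indicates inhibition.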
# Shiga toxin inh = blocks Shiga toxin action in Vero cells | 290,000 compounds, 9.2% hits | Vero cells, Shiga toxin protein synthesis inhibition reporter | inhibition, % at 38.7 µM | AID 2315; in the data active = inhibition mostly above about 28%, no sharp cut-off; inactive = mostly below about 43%; note: 0% is about no effect
# CHX counter = affects cycloheximide protein synthesis inhibition readout, counter-screen. max response, %. cell reporter, cycloheximide protein synthesis inhibition counterscreen. AID 2314. 300,000 compounds, 12% hits; in the data active = max response mostly above about 13%, no sharp cut-off; inactive = mostly below about 14%; note: read at 38.3 µM for the half of the compounds with a filed dose; 0% is about no effect
# LmPK inhibitor = inhibitors of Leishmania mexicana pyruvate kinase; AID 1721; 290,000 compounds, 0.37% hits; purified LmPK, Kinase-Glo ATP luminescence, 1 h; Potency, µM (highest dose often 57.5 µM), for the others: at the top dose activity change, negative = inhibition, usual class: inhibitors; Q27686; note: potency is the fitted concentration of half-maximal effect; % is set by controls: 0 for no effect and ±100 for the full control effect
# Target sequence (Q27686 whole entry, looked up): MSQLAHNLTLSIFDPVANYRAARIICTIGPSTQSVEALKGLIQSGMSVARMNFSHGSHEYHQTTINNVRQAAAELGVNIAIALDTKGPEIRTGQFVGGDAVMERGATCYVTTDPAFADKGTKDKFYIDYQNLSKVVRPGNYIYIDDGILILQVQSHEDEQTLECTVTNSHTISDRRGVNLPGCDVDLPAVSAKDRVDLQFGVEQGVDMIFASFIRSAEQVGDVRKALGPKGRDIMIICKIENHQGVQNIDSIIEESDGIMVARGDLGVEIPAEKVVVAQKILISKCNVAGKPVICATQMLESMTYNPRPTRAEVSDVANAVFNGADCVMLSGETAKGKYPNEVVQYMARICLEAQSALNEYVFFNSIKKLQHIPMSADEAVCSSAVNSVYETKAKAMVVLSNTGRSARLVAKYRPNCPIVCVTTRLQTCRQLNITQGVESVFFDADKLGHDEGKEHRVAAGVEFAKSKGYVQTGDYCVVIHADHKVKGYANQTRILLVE
#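 0.1 nM LmPK, 0.5 mM PEP, 0.1 mM ADP; 50 mM imidazole pH 7.2, 7 mM MgCl2, 50 mM KCl; 1 h RT. Kinase-Glo luminescence readout, normalized to no-enzyme (full inhibition) and uninhibited wells.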
# Active calls of the source: *; ? = inconclusive; / = no result given; & = joins results of further samples; [ ] = another dose, or the depositor's remark. Unless noted, calls come from the whole dose curve; as a rule, active = well fitted curve in the direction sought with a large enough effect; inconclusive = small, poorly fitted or top-dose-only effect, or another doubt; inactive = no such curve, though single readings can be large; an effect the other way counts as inactive or inconclusive. Rows were taken by chance; 24% or so of the library scored in one or more.
SMILES,Tb PYK inh,Pf growth 48h,HCV inhibitor,Pf growth 96h,Shiga toxin inh,CHX counter,LmPK inhibitor
CCOc1ccc(CCNC(=O)CSCC(=O)Nc2cccc(C)c2)cc1OCC,-3%,?,?,-25%,/,/,/
CN(C)CCNC(=S)Nc1ccc(Br)cc1,-3%,6%,1%,-3%,11,10,-6%
CCN(CC(=O)Nc1c(F)cccc1F)C(=O)CCCNC(=O)c1ccc(Cl)cc1,-3%,9%,-5%,?,/,/,/
Cc1cccc(C)c1NC(=O)CS(=O)CC(=O)NCCCc1ccccc1 (configuration not stated),-7%,?,-12%,-3%,-10,-6,0%
Fc1cc(Cl)c(OCc2noc(-c3ccsc3)n2)c(Cl)c1,-8%,292%[activator],-10%,74%[activator],35*,21*,-1%
CC(=O)Nc1cc2c(=O)n(Cc3ccccc3)c(C)nc2cc1N1CCOCC1,-3%,-6%,23%,12%,36,17*,3%
COc1ccc(C(=O)N/C(=C\c2cn(C)c3ccccc23)C(=O)N2CCOCC2)cc1OC,4%,3%,8%,17%,-4,19,-3%
Cc1ccc2cccc(OC(=O)c3ccc4c(c3)OCCO4)c2n1,0%,28%,10%,-22%,31,2,-3%
CC(C)CN(Cc1cc(=O)oc2cc3c(cc12)CCCC3)CC(C)C,-3%,1.3µM*,10%,?,-1,3,6%
CCOc1ccc(CCNC(=O)c2cc(=O)[nH]c3ccc(S(=O)(=O)N(CC)CC)cc23)cc1OCC,-2%,15µM*,?,?,4,-1,-2%
O=C(Nc1ccccn1)c1ccc(Br)c(S(=O)(=O)N2CCCCC2)c1,1%,?,19%,?,-2,-2,1%
O=C(O)COc1ccccc1/C=N/NC(=O)c1cccc(S(=O)(=O)Nc2cccc(Cl)c2)c1,0%,3%,23%,15%,-23,-2,0%
Cc1ccc(Cl)cc1N1CCN(C(=O)C2CCN(S(C)(=O)=O)CC2)CC1,-4%,-9%,-14%,12%,-11,-2,0%
COc1cccc(CNC(=O)[C@H](C)NC(=O)C2CCN(S(=O)(=O)c3ccccc3)CC2)c1,-8%,3%,16%,14%,-4,-3,-1%
O=S(=O)(c1ccc(Cl)nc1)N(Cc1ccccc1)Cc1ccccc1,-4%,1%,1%,?,-3,-2,-1%
O=C(/C=C/c1ccco1)Nc1cccc(-c2nc3ccccc3[nH]2)c1,-8%,?,-7%,?,157*,52*,-2%
Cc1ccc(NC(=O)C[n+]2cc(-c3ccccc3)n3c2CCC3)cc1,3%,10µM*,?,2.1µM*,19,2,-1%
COc1ccc(N(C(=O)c2ccc3c(c2)OCO3)C2C=CS(=O)(=O)C2)c(OC)c1 (configuration not stated),4%,-5%,8%,?,-8,-11,-9%
OC(COc1ccc2c(c1)OCO2)CN1CCCC1 (configuration not stated),-14%,-26%,11%,0%,-15,-1,0%
Cc1nn(C)c(C)c1/C=C1/SC(=S)NC1=O,0%,/,?,1%,5,-1,-17%
O=C(CCN1C(=O)/C(=C/c2ccccc2Cl)SC1=S)NNC(=O)c1cccnc1,7%,3%,-8%,39%[activator],24,6,11%
CO/N=C(\C(=O)N[C@@H]1C(=O)N2C(C(=O)O)=C(COC(C)=O)CS[C@H]12)c1csc(N)n1 (stereo in doubt),9%&-6%&2%,20%,-12%[8.37 µM],24%,-3,-2,-1%
CC(Sc1nc2cc(Cl)ccc2s1)C(=O)Nc1cccc(S(=O)(=O)N2CCOCC2)c1 (configuration not stated),4%,-22%,?,13µM*,17,-3,4%
CC(NC(=S)NCCCN1CCOCC1)C1CC2CCC1C2 (configuration not stated),-16%,?,9%,?,15,-1,5%
CCOCCCNC(=O)C1CCN(S(=O)(=O)CC)CC1,-1%,?,18%,9%,-3,-1,0%
Cc1ccc(C)c(-n2c(-c3cccnc3)n[nH]c2=S)c1,?,-10%,11%,17%,-8,-2,-28%
COc1ccc(-c2cc(C(=O)Nc3c(C)n(C)n(-c4ccccc4)c3=O)c3ccccc3n2)c(OC)c1,-3%,12µM*,-22%,15µM*,6,-2,4%
Cc1cccc(CCNc2nc3ccc(C)cc3n3cnnc23)c1,5%,161%[activator],-14%,?,74*,30*,1%
COc1ccc(OC)c(-c2csc(N(C)C(=O)Cc3ccccc3)n2)c1,3%,?,?,?,-4,3,-2%
CCN(CC)C(=O)c1cnn(-c2ccccc2)c1NC(=O)c1cccc(F)c1,-2%,-8%,-21%,/,-6,-2,-9%
CC1(c2ccccc2)NC(=O)N(CC(=O)NCc2ccc3c(c2)OCO3)C1=O (configuration not stated),6%,2%,3%,28%,-7,-5,-7%
COc1ccc(NC(=O)Cc2ccccc2)cc1,-9%,105%[activator],9%,?,38*,30*,-10%
CC(=O)N1CCN(CC(=O)Nc2ccc([N+](=O)[O-])cc2Br)CC1,0%,13%,?,-16%,4,5,-7%
CCc1cc2c(SCC(=O)Nc3ccc(Cl)cn3)ncnc2s1,-5%,1%,0%,11%,-2,5,0%
COc1ccc(C2SCC(=O)N2c2c(C)n(C)n(-c3ccccc3)c2=O)cc1OC (configuration not stated),-17%,-7%,5%,/,-17,-7,2%
O=C(CCCN1C(=O)/C(=C\c2ccccc2)SC1=S)Nc1cccc(C(=O)O)c1,-3%,?,5%,?,2,-4,-3%
Cc1[nH]n(-c2ccccc2)c(=O)c1/C=N/NC(=O)c1cccc(F)c1,-4%,10µM*,11µM*,-5%,66*,43*,2%
COc1ccc(CCN2CC(C(=O)NCCc3ccccc3C(F)(F)F)CCC2=O)cc1 (configuration not stated),3%,-1%,-17%,4%,70*,66*,-9%
c1cc(-c2nnn(CCOCCn3nnc(-c4ccncc4)n3)n2)ccn1,4%,-14%,6%,81%[activator],-4,-3,6%
CN(C)CCCNC(=O)c1ccc(Cl)c(S(=O)(=O)N2CCCCCC2)c1,4%,?,?,?,/,/,/
COc1ccc(C)cc1NC(=O)c1ccc2c(O)c(S(=O)(=O)c3ccccc3)c(=O)[nH]c2c1,3%,0%,1%,43%[activator],-15,-2,1%
Cc1cc(=O)oc(C)c1C(=O)NCCc1ccccc1,9%,/,14%,?,-4,11,3%
CCCCN(CCCC)CCNC(=O)c1cn(CC)c2ccc(S(=O)(=O)N3CCc4ccccc4C3)cc2c1=O,-3%&1%,?,?,-10%,1,-4,11%
Cn1c(=O)c2c(nc(N3CCOCC3)n2CC(=O)C23CC4CC(CC(C4)C2)C3)n(C)c1=O,5%,?,-28%,/,-20,-1,2%
S=c1[nH]nc2n1CCCN2,-1%,30%[activator],7%,0%,-5,-3,-4%
Cc1ccc(C)c(N2CCN(c3ncnc4c3cnn4-c3ccccc3)CC2)c1,-4%,/,10%,-18%,13,0,5%
CCc1ccccc1NC(=O)[C@@H]1CCC(=O)N1C1OC(=O)c2c1ccc(OC)c2OC (some centres not stated),4%,29%,-1%,93%[activator],-2,-2,-11%
CCN(CC)C(=O)CC(c1ccc2c(c1)OCO2)c1c(O)cc(OC)cc1OC (configuration not stated),3%,?,-20%[8.37 µM],-11%,-13&-4,-6&-4,5%
COc1ccc(CC(=O)NNc2ncnc3c2cnn3-c2ccccc2)cc1,-11%,16%,-27%,45%[activator],17,-3,1%
CC(C)(C)NC(=O)C(c1ccc(Cl)cc1)N(Cc1ccco1)C(=O)CCl (configuration not stated),-14%,?,2%,-20%,-4,-1,0%
COC(=O)COc1ccc(-c2ccc(F)cc2)cc1C=O,3%,40%[activator],3%,-7%,29,7,1%
COc1cccc(C(=O)Nc2ccc(N3CCN(Cc4ccccc4)CC3)cc2)c1,3%,/,?,?,43*,13,5%
COCC(=O)Nc1nc2n(n1)C(c1ccc(OC)cc1)CC(c1ccc(OC)cc1)N2 (configuration not stated),-2%,3%,?,?,-20,-2,0%
Cc1ccc([N+](=O)[O-])cc1N1C(=O)CS/C1=N\NC(=O)c1cccnc1,-3%,44%[activator],24%,0%,19,2,4%
COc1ccc(-n2c(C)nc3c(cnn3-c3ccc(C)cc3)c2=O)cc1,0%,?,?,5%,17,10,9%
COc1ccc(C(=O)O)cc1S(=O)(=O)NCc1ccccn1,-11%,-19%[0.00184 µM],11%,?,-13,-5,3%
CC1CN(CCCCSc2ccccc2)CC(C)O1 (configuration not stated),1%,0%,9%,4%,30,-4,-1%
CC(=O)Nc1ccc(-c2csc(NCCc3ccccc3)n2)cc1,-5%,?,?,-14%,90,21*,10%
CN1C(=O)N(C)C2(c3ccccc3)N(C)C(=O)NC12c1ccccc1 (configuration not stated),2%,-9%,-2%,21%,14,-3,-2%
COc1c(Cl)cc(Cl)cc1CNc1ccc(S(N)(=O)=O)cc1,0%,35%[activator],-2%,14%,-10,-2,5%

# Full records as entered above. Order of screens: Tb PYK inh	Pf growth 48h	HCV inhibitor	Pf growth 96h	Shiga toxin inh	CHX counter	LmPK inhibitor
# Cc1nn(C)c(C)c1/C=C1/SC(=S)NC1=O is listed with 0%	/	?	1%	5	-1	-17%
# CN(C)CCNC(=S)Nc1ccc(Br)cc1 is listed with -3%	6%	1%	-3%	11	10	-6%
# OC(COc1ccc2c(c1)OCO2)CN1CCCC1 (configuration not stated) is listed with -14%	-26%	11%	0%	-15	-1	0%
# O=C(Nc1ccccn1)c1ccc(Br)c(S(=O)(=O)N2CCCCC2)c1 is listed with 1%	?	19%	?	-2	-2	1%
# CC(=O)Nc1cc2c(=O)n(Cc3ccccc3)c(C)nc2cc1N1CCOCC1 is listed with -3%	-6%	23%	12%	36	17*	3%

# (list continues)
SMILES,Tb PYK inh,Pf growth 48h,HCV inhibitor,Pf growth 96h,Shiga toxin inh,CHX counter,LmPK inhibitor
Cc1ccc2c(c1)c(-c1ccccc1)nc1nnnn12,-2%,1%,-6%,30%[activator],-33,-3,-5%
CCC(=O)N(c1ccc(F)cc1)C1C=CS(=O)(=O)C1 (configuration not stated),-9%,30%[activator],15%,-13%,-12,-3,-4%
O=C(NCC(=O)N1CCN(c2ncccn2)CC1)c1ccc(F)cc1,2%,99%[activator],17%,69%[activator],/,/,/
COc1ccc(CCn2c(N)c(C(=O)NCc3ccco3)c3nc4ccccc4nc32)cc1OC,-10%,5.2µM*,?,18%,18,12,7%
O=C1C(=O)N(CCCO)C(c2ccc(Br)cc2)/C1=C(\O)c1ccc(Br)cc1 (configuration not stated),-5%,0%,14%,6%,-7,-2,-5%
O=C(c1cccn2c(=O)c3cc4ccccc4cc3nc12)N1CCN(c2ccccc2)CC1,/,?,/,?,35*,23*,-2%
Cc1c(NS(=O)(=O)c2cccs2)c(=O)n(-c2ccccc2)n1C,-7%,2%,24%,?,-5,2,2%
CC1CN(S(=O)(=O)c2ccc(Cl)c(C(F)(F)F)c2)CC(C)O1 (configuration not stated),-4%,-19%,-5%,/,-6,-2,4%
CC(OC(=O)c1ccc(C(C)(C)C)cc1)C(=O)NC1CCCCC1C (configuration not stated),2%,?,/,?,-5,-1,-1%
